SW480 rerep = A quantitative high throughput screen for small molecules that induce DNA re-replication in SW480 colon adenocarcinoma cells; hit rate 1.8% among 340,000; SW480 DNA re-replication, Hoechst DNA content imaging, 48 h; Potency, µM (top dose mostly 46.1 µM), without a hit: top-dose re-replication activation, hits mostly activators; further: potency means the concentration at half of the fitted maximal effect; % of control where 0% means no effect; nearly all actives have a fitted effect of over 55% in size
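SW480 cells exposed to compounds for 48 hr at 37 C, 5% CO2, then Hoechst-stained 40 min. Nuclear DNA content imaged by fluorescence scanning (405 nm excitation, 500-530 nm emission); re-replication scored as increased high-intensity nuclei.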
D3 antag = qHTS of D3 Dopamine Receptor Antagonist: qHTS; D(3) dopamine receptor (Homo sapiens), P35462; D3R cells, DiscoveRx beta-arrestin luminescence, antagonist mode; hits give low values; max response, negative = inhibition, %; hit rate 2.5% among 360,000; AID 652054, 2013; in the data active means max response below about -50%; inconclusive means no clear call, values can overlap the other calls; further: on the % scale 0 is the no-effect control and ±100 the full control effect; mostly tested at two doses, the higher about 12 µM
Target sequence (P35462 whole entry, looked up): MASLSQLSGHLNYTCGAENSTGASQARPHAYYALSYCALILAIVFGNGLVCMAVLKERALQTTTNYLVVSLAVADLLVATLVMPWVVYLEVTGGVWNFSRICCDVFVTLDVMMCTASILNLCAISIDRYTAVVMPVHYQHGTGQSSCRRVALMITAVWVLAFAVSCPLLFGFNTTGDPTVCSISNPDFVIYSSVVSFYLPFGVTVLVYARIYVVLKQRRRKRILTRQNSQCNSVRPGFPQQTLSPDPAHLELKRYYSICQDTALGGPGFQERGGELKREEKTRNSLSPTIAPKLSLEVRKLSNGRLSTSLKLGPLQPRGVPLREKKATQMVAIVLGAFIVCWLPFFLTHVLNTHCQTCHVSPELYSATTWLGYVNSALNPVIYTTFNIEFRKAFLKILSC
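Cells plated overnight at 1500 cells/well, then exposed to library compounds with dopamine controls for 90 minutes at 37 degrees C. DiscoveRx reagent added for 30–60 minutes at room temperature; luminescence read, quantitative HTS format.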
IL1B secr inh = qHTS for Inhibitors of Inflammasome Signaling: IL-1-beta AlphaLISA Primary Screen. THP-1 LPS/ATP IL-1B secretion, AlphaLISA, 16 h; hits give low values. activity change, % at 57.5 µM. hit rate 4.7% among 360,000; in the data active means activity change below about -50%; inconclusive means mostly about -30% to -49%; further: on the % scale 0 is the no-effect control and ±100 the full control effect
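Secreted IL-1B measured by AlphaLISA bead assay after 16 h compound exposure of THP-1 cells; compounds (final up to 57.5 uM) added 1 h before LPS (250 ng/mL) and ATP (1.25 mM) stimulation; lower signal means less secretion.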
HT1080 IDH1KD tx = qHTS for induction of synthetic lethality in tumor cells producing 2HG: qHTS for the HT-1080-IDH1KD cell line; HT-1080 IDH1 knockdown viability, ATP luminescence, 48 h; Potency, µM (titrated, usually from 46.1 µM), without a hit: at the highest dose activity, negative = toxicity, hits mostly cytotoxic; AID 686971, 2013; hit rate 2% among 360,000;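 further: potency means the concentration at half of the fitted maximal effect; 0% = DMSO wells and -100% = cell-free medium wells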
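Luminescent ATP read-out (CellTiter-Glo, 10 min at room temperature) after 48 h compound exposure at 37 °C gave viability of IDH1-knockdown HT-1080 cells. Activity was normalised to DMSO and cell-free wells, then fitted as concentration-response curves.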
KB-V1 MDR tox = qHTS assay for MDR1-selective chemotherapeutics: Primary screen using the drug-selected MDR subline cells KB-V1; KB-V1 MDR cells viability, CellTiter-Glo, 72 h; Potency, µM (doses to about 46.1 µM), for inactives: top-dose activity change, negative = cytotoxicity, most hits filed as cytotoxic; hit rate 3.4% among 400,000; AID 1347076, 2019; further: potency means the concentration at half of the fitted maximal effect; on the % scale 0 is the no-effect control and ±100 the full control effect; nearly all actives have a fitted effect of over 60% in size
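Cells of the MDR subline KB-V1 are plated, dosed with compound at multiple concentrations, and incubated 72 h at 37 degrees C; CellTiter-Glo is then added and luminescence read after 10 min.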
HT1080-NT tox = qHTS for induction of synthetic lethality in tumor cells producing 2HG: qHTS for the HT-1080-NT fibrosarcoma cell line; HT-1080-NT fibrosarcoma viability, CellTiter-Glo ATP luminescence, 48 h; Potency, µM (doses to about 46.1 µM), inactives show top-dose activity, negative = less viability, actives largely listed as cytotoxic; hit rate 1.6% among 360,000;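 further: NT is the 2HG producing partner of a matched IDH1 knockdown line; potency means the concentration at half of the fitted maximal effect; 0% = DMSO-treated cells and -100% = media-only wells without cells; nearly all actives have a fitted effect of over 55% in size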
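HT-1080-NT; 750 cells/well; 5% FBS RPMI; 48 h compound, 37 degrees C; CellTiter-Glo luminescence; curve fitting and curve-class assignment.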
DRD3 agonist = qHTS of D3 Dopamine Receptor Agonist: qHTS | D(3) dopamine receptor (Homo sapiens), P35462 | D3R DiscoveRx beta-arrestin cells, luminescence, 90 min | max activation, % | hit rate 0.58% among 410,000 | AID 652048, 2013; in the data active means max activation above about 30%; further: 0% is about no effect; mostly tested at two doses, the higher about 12 µM
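Agonist-mode cell screen: cells plated at 1500/well and incubated overnight at 37 °C, then exposed to library compounds for 90 min at 37 °C. Detection reagent was added for 30–60 min at room temperature, and luminescence was read.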
KB-3-1 tox = qHTS assay for MDR1-selective chemotherapeutics: Primary screen using the parental adenocarcinoma cell KB-3-1; KB-3-1 viability, CellTiter-Glo ATP luminescence, 72 h; Potency, µM (series often up to 46.1 µM), inactives show at the top dose activity change, negative = cytotoxic, actives largely listed as cytotoxic; hit rate 1.4% among 400,000; AID 1347075, 2019; further: potency means the concentration at half of the fitted maximal effect; on the % scale 0 is the no-effect control and ±100 the full control effect; nearly all actives have a fitted effect of over 60% in size
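Parental KB-3-1 adenocarcinoma cells in phenol-red-free DMEM with 10% FBS were pin-treated with compounds at several concentrations, incubated 72 h at 37 °C, and viability read by CellTiter-Glo luminescence; concentration-effect curves were fitted after normalization.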
GLP1R ag = qHTS of GLP-1 Receptor Agonists. Potency, µM (titrated, usually from 45.6 µM), for the others: top-dose activation, hits mostly activators. hit rate 0.007% among 380,000. HEK293 GLP-1R CRE-luciferase, luminescence, 4-6 h; cells express a hypersensitive GLP-1R form. AID 624172, 2012; further: potency means the concentration at half of the fitted maximal effect; % of control where 0% means no effect
Target sequence (P43220 whole entry, looked up): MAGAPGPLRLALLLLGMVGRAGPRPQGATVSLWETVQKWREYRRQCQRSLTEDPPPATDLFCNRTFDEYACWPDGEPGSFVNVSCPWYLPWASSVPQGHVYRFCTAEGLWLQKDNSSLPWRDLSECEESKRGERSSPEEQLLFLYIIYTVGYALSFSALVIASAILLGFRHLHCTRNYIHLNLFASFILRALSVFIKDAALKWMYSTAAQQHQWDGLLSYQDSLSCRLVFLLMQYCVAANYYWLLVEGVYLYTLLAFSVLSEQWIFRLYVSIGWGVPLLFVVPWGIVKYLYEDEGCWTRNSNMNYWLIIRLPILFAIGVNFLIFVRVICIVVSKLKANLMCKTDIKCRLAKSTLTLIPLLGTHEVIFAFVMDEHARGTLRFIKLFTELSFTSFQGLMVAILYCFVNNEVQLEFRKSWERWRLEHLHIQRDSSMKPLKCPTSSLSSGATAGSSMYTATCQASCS
* = called active by the depositor; ? = inconclusive; . = no result given; [ ] = remark or other dose. Unless noted, the call rests on the fitted dose curve; in most records, active means well fitted curve in the direction sought with a large enough effect; inconclusive means small, poorly fitted or top-dose-only effect, or another doubt; inactive means no such curve, though single readings can be large; an effect the other way counts as inactive or inconclusive.

SMILES | SW480 rerep | D3 antag | IL1B secr inh | HT1080 IDH1KD tx | KB-V1 MDR tox | HT1080-NT tox | DRD3 agonist | KB-3-1 tox | GLP1R ag
CCOc1ccccc1-n1c(SCC(=O)N2CCCC2)nnc1-c1ccoc1C | 3.1% | -6.7 | 2.7 | 12.3% | -19.5% | 18.9% | 0.0 | -2.5% | -3.6%
COc1ccc(CC(=O)Nc2cccc(C)n2)cc1OC | 22.1% | 8.7 | 0.0 | -0.4% | ? | -2.0% | 0.2 | -5.9% | 2.8%
CSc1nc2c(cnn2-c2ccccc2)c(=O)n1N | -102.0%[inhibitor] | -3.4 | -11.3 | 7.3% | -16.4% | ? | -1.0 | 2.2% | -3.6%
O=C(NCCN1CCN(S(=O)(=O)c2ccccc2)CC1)C(=O)Nc1ccc(F)cc1 | -19.5% | -11.2 | -12.9 | -12.0% | -6.7% | -14.7% | -9.7 | -5.1% | 9.9%
O=C(C(=O)N1CCN(c2ccc(F)cc2)CC1)c1cn(CC(=O)N2CCOCC2)c2ccccc12 | -0.5% | ? | -19.1 | 3.3% | -13.4% | -0.3% | -0.9 | -40.1% | -4.6%
CCCN1CCN(CCCNC(=O)c2ccc3c(=O)n(CCc4ccccc4)c(=O)[nH]c3c2)CC1 | -12.5% | -3.8 | 12.1 | 5.9% | 21.4% | 4.6% | -10.8 | -20.4% | 7.3%
Cc1ccc(C(=O)Nc2ccc(S(=O)(=O)N3CCCC3)cc2)s1 | -17.0% | 0.5 | -19.2 | 3.7% | ? | ? | 2.7 | -8.5% | 7.5%
Nc1c(N(Cc2ccccc2)C(=O)COc2ccc(F)cc2)c(=O)[nH]c(=O)n1Cc1ccccc1 | -0.1% | 2.3 | 0.0 | -0.7% | 6.6% | -2.1% | -5.4 | -3.1% | -24.6%
NS(=O)(=O)c1ccc(CCNC(=O)c2cccnc2)cc1 | -5.5% | 7.3 | -0.6 | 5.5% | 0.0% | 0.4% | -7.7 | 0.2% | -5.9%
CCOC(=O)c1cnc(SC)nc1N | 1.5% | 11.8 | 12.5 | 0.5% | ? | 12.6% | -1.9 | 9.8% | -8.0%
C=CC[C@@H](CC(=O)N(CCO)Cc1ccccc1)C(=O)NC[C@@H](OC(=O)[C@@H](CC=C)Cc1ccc(F)cc1)c1ccccc1 | -2.4% | 4.0 | ? | ? | ? | ? | -10.1 | ? | -3.5%
COc1ccc(Nc2cc(C(=O)NCCCN3CCN(C)CC3)c3ccccc3n2)cc1 | 2.3% | -26.2 | -16.5 | -14.2% | 10.6% | -1.6% | 0.2 | 5.8% | -2.4%
NS(=O)(=O)c1ccc(NC(=O)/C=C/c2cccc(Cl)c2)cc1 | -30.4%[inhibitor] | 4.8 | -25.7 | -8.7% | 1.7% | -2.0% | 1.3 | -3.4% | -0.4%
Cc1ccc(C)n1-c1ccc(C(=O)Nc2ccccc2)cc1 | ? | -7.7 | -64.6* | -0.3% | -20.5% | -4.6% | -2.9 | 0.3% | 2.4%
COc1nnc(-c2ccc(N3CCCCC3)c(NC(=O)c3ccc(Cl)cc3)c2)c2ccccc12 | . | . | . | . | -11.6% | . | 0.7 | ? | 0.4%
C=CCOc1c(Cl)cc(CNCCC)cc1Cl | 1.5% | ? | -6.2 | -3.1% | 5.8% | -2.2% | -2.2 | 0.0% | 1.3%
CN(CC(=O)Nc1ccccc1Cl)C(=O)CSc1nc2ccccc2s1 | 1.9% | 10.0 | -2.5 | 8.1% | 16.4µM* | 5.9% | -3.3 | -0.5% | 6.8%
CCN(CC)S(=O)(=O)c1cc(NC(=O)CCCOc2ccc(C(C)=O)cc2)ccc1C | -2.0% | -23.2 | -2.3 | -16.2% | 2.91µM* | -7.7% | 0.8 | ? | 3.1%
CC(=O)N(C(C)=O)c1ncnc2c1c(-c1ccc(Cl)cc1)nn2C(C)(C)C | 15.6% | -21.0 | -83.2* | 14.6µM* | ? | ? | -4.1 | ? | 1.6%
CCc1ccc(-n2c3nc(=O)[nH]c(=O)c-3cc3c(C)nn(-c4ccccc4)c32)cc1 | . | . | . | . | 18.9% | . | 4.0 | 16.4% | 0.0%
Cc1sc2nc(CN(C(=O)NC3CCCCC3)C3CCCC3)[nH]c(=O)c2c1C | -5.0% | 20.8 | -1.3 | 10.0% | ? | 13.9% | 4.4 | -0.2% | 2.9%
O=C1ON=C(c2ccccc2)/C1=C/c1ccco1 | 19.1% | 2.9 | 19.0 | 0.3% | -2.9% | -0.1% | 2.9 | ? | -4.1%
COc1ccc(C(C)(C)C)cc1NC(=O)COC(=O)CN1C(=O)NC2(CCCCC2C)C1=O (stereo not drawn) | -3.2% | -4.4 | 21.2 | -4.7% | ? | -7.1% | 4.0 | ? | -0.6%
Cc1ccc(NS(=O)(=O)c2ccc(C(=O)NC3CCN(Cc4ccccc4)CC3)cc2)cc1 | 18.4µM* | -68.4* | -93.5* | -25.9% | . | ? | -4.3 | . | 0.3%
CCn1c(SCc2ccc(C)cc2)nnc1-c1nn(-c2ccccc2)ccc1=O | -4.1% | 0.0 | 6.8 | -4.8% | ? | -4.8% | 4.3 | -0.6% | 8.9%
CCOC(=O)Cn1ccc(-c2ccccc2)c(C#N)c1=O | -13.2% | 3.4 | -22.0 | 1.8% | ? | 0.0% | -2.0 | ? | -2.5%
NC(=S)N/N=C/c1cccc(Br)c1 | -4.3% | 14.6 | -16.8 | -2.7% | 8.2µM* | 0.0% | -0.9 | ? | 2.8%
CCCCN(C(=O)c1cccc(S(=O)(=O)N2CCOCC2)c1)c1c(N)n(CCC)c(=O)[nH]c1=O | ? | -6.3 | 0.0 | 0.0% | 1.1% | -8.9% | -3.5 | 16.7% | -1.2%
O=C(O)CCC(=O)CCC(=O)c1ccccc1 | 2.4% | 0.3 | 27.7 | 2.1% | 24.1% | -2.6% | -6.0 | -0.5% | -11.5%
COc1ccc(CC(=O)Nc2ccc(-c3noc(COc4ccccc4C)n3)cc2)cc1 | 10.5% | 0.0 | -9.0 | -2.5% | 4.0% | -3.3% | 3.8 | 3.8% | -2.6%
O=C(c1ccc(Cl)cc1Cl)N1CCC(c2nc3c(nnn3Cc3ccco3)c(=O)[nH]2)CC1 | 4.9% | -24.0 | -20.0 | ? | 16.9% | ? | 2.7 | 2.0% | 18.0%
Cc1ccc([N+](=O)[O-])cc1NC(=O)CCc1ccccc1 | 2.6% | -9.3 | 16.2 | -1.5% | 18.5% | 1.7% | -5.9 | 2.3% | 7.9%
O=C(Nc1cccnc1)c1coc(=O)c2ccccc12 | -3.6% | 6.5 | 11.5 | ? | 17.9% | -13.1% | -4.3 | 5.5% | -1.3%
CCCN(c1ccc(OCC)cc1)S(=O)(=O)c1ccc2c(c1)NC(=O)CO2 | ? | -4.5 | -20.8 | -15.4% | 1.64µM* | -3.7% | -15.2 | ? | 6.1%
Cc1nnc(SCC(=O)NC2CCCCC2)n(N)c1=O | 3.4% | 11.9 | 2.1 | -1.1% | -14.2% | 2.1% | 9.2 | 16.2% | -6.9%
C[C@H](O)[C@@H]1C(=O)N2CCc3ccc(-c4cccc(F)c4)cc3[C@@H]2C[C@@H]1N(C)C(=O)C(C)(C)C | -0.7%[9.22 µM] | 0.0 | -25.8 | -10.3% | -1.2% | -13.7% | 6.9 | 8.3% | 14.2%
CC(CCn1cccn1)NC(=O)c1cc(COc2ccc(F)cc2Cl)on1 (stereo not drawn) | -13.1% | 7.0 | -11.1 | 11.1% | ? | 9.2% | 1.7 | 6.3% | -4.1%
CCNC(=S)N(Cc1cc2cc(C)ccc2[nH]c1=O)C1CCCC1 | 3.1% | -15.5 | -14.7 | -3.5% | 7.5% | 1.0% | 4.8 | -1.1% | 0.2%
COc1ccc(NC(=O)c2ccc3nc[nH]c3c2)c(OC)c1 | -2.1% | 0.4 | 6.3 | 22.4% | 6.1% | 28.2% | 4.7 | 12.7% | 10.8%
O=C(CCN1C(=O)COc2ccccc21)NCc1cccs1 | 0.6% | -9.6 | -4.0 | 2.0% | 1.5% | 6.5% | -5.5 | 12.8% | -0.9%
O=C(NC12CC3CC(CC(C3)C1)C2)c1cc(F)c(F)c(F)c1F | -4.2% | -21.8 | 2.7 | -3.6% | 21.2% | -17.6% | 9.2 | 3.5% | 21.2%
CC(/C=N/NC(=O)c1ccncc1)=C\c1ccc(C(C)C)cc1 | 1.1% | 53.6 | -2.2 | -22.1% | 10.3µM* | -16.2% | 11.0 | 2.7% | -18.6%
O=C(NCc1cccnc1)/C(=C\c1ccc(-c2ccc(Br)cc2)o1)S(=O)(=O)c1ccccc1 | 14.6µM* | -89.2* | -104.9* | 5.8µM* | 7.31µM* | 9.2µM* | -12.7 | ? | -39.2%[inhibitor]
CC(=O)N1CCN(c2ccccc2NC(=O)COc2cc(C)cc(C)c2)CC1 | -1.1% | 11.3 | ? | -9.2% | ? | -3.0% | 19.8 | 7.4% | 14.0%
CC(C)Oc1ccc(C(=O)O)cc1 | 1.9% | 5.4 | 21.5 | 10.3% | 0.4% | 21.9% | 2.2 | 6.9% | 3.8%

High-throughput results from PubChem.
